# SKKanGAS inh: SKKanGAS growth inhibition; inhibition, % at 7.5 µM; AID 1662; 300,000 tested, 1.3% active; S. pyogenes SKKanGAS, kanamycin growth, BacTiter-Glo, 6 h;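 active = mean replicate score, as percent of positive control median, at least 50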;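 also: strain carries kanamycin resistance gene driven by streptokinase promoter and grows in 40 µg/ml kanamycin; loss of luminescence reflects streptokinase promoter inhibition or plain growth inhibition; 0% = median of DMSO wells and 100% = positive control at its reference dose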
# RGS4 inh: human RGS4 inhibition. AID 463165. B-score at 10 µM. HEK293 M3R/RGS4 inducible, Fluo-4 calcium flux; active compounds read high; triggered by carbachol at its EC20. P49798. 310,000 tested, 0.45% active;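 active = B-score, a plate-corrected calcium signal, over three deviations above library mean, with baseline fluorescence within five deviations of library mean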;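 also: RGS4 expression induced by doxycycline in cells with stable M3 receptor; B-score is computed from the integrated fluorescence ratio over baseline after carbachol; higher B-score means a larger calcium signal and so more RGS4 inhibition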
# Target sequence (P49798 whole entry, looked up): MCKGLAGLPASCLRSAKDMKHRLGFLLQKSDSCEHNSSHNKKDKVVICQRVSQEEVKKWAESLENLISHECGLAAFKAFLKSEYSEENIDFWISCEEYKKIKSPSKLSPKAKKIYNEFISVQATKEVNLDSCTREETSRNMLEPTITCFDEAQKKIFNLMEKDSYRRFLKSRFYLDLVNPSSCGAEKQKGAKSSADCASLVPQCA
# TRPC4 inh: TRPC4 (mouse) channel inhibition; HEK293 TRPC4beta/mu-opioid, DAMGO-evoked Fluo4 calcium flux; active compounds read low; Q9QUQ5; AID 2247; B-score at 10 µM; 300,000 tested, 0.39% active;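 active = B-score over 3 SD under the library average, no early fluorescence shift, positive overall ratio signal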
#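 Assay system: TRPC4beta/mu-opioid receptor HEK293 cell line; compound dosing: single concentration per test compound; detection: Fluo4 Ca2+ flux fluorescence; evaluation: per-well B score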
# RGS4 act: potentiators or activators of RGS4. HEK293 M3R/inducible RGS4, carbachol calcium flux Fluo4; active compounds read low. B-score at 10 µM. 310,000 tested, 0.92% active. AID 463111;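 active = B-score of the integrated calcium signal more than 4 SD below the library mean, with starting fluorescence not abnormally high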;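 also: negative B-score means reduced calcium response which marks RGS4 activation or potentiation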
#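 Test system: HEK293 cells with stable M3R and inducible RGS4; also added: carbachol at ECmax as muscarinic agonist stimulus; schedule: dye loading 30 min 37 °C, buffer rest 30 min RT; technique: kinetic calcium fluorescence imaging with Fluo4-AM dye, 2 µM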
# TRPC6 inh: blocks the mouse TRPC6 cation channel; HEK293-TRPC6, membrane potential dye, ACh-evoked depolarization; active compounds read low; Q61143; B-score at 10 µM; 310,000 tested, 1.1% active;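 active = B-score under library mean minus 3 SD, initial fluorescence not abnormally high, positive integrated signal ratio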;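 also: B-score derived from integrated fluorescence ratio over the kinetic read; more negative B-score means stronger inhibition of depolarization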
# HIF act: HIF pathway transcriptional activation; activation, % at 7.5 µM (by protocol); AID 1910; U2OS HRE-luciferase reporter, luminescence; normalized: DMSO 0%, desferrioxamine 100%; 300,000 tested, 0.32% active;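 active = mean activation of at least 10% of the iron chelator positive control signal, with at least half of replicates also reaching 10%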
# MrgX1 PAM: human MrgX1 positive allosteric modulation, primary screen | MrgX1-HEK293, Fluo-4 calcium flux, FDSS; active compounds read high | 310,000 tested, 0.63% active | Q96LB2 | B-score at 10 µM | AID 588675;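 active = plate-corrected calcium response at least 3 library SD above typical, normal starting fluorescence, not activating the receptor alone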;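 also: compound read alongside a low EC10 to EC30 dose of BAM8-22 agonist; peak minus trough fluorescence over baseline measured at the second addition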
# Target sequence (Q96LB2 whole entry, looked up): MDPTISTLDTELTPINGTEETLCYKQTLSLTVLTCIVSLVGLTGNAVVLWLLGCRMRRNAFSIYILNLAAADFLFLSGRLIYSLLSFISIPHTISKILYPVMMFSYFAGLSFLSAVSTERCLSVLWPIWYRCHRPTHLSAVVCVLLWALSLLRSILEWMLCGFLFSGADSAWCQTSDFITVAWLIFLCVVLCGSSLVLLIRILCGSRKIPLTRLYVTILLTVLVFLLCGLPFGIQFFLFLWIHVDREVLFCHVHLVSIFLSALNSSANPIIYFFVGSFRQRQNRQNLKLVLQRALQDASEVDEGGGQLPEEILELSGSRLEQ
# MrgX1 antagonist: antagonists of human MrgX1 receptor; MRGX1-HEK293 calcium flux, Fluo-4, BAM8-22 antagonism; active compounds read low; B-score at 10 µM; 310,000 tested, 1.3% active;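 active = calcium-response B-score plate-corrected more than 3 library SD below zero, starting fluorescence within 5 deviations, no agonist response on first addition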;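 also: peak minus trough fluorescence over baseline after final BAM8-22 challenge near maximal dose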
# MrgX1 ag: human MrgX1 receptor agonism, primary screen; Q96LB2; MrgX1-HEK293 cells, Fluo-4 calcium fluorescence, agonist mode; active compounds read high; B-score at 10 µM; 310,000 tested, 0.44% active;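 active = calcium response B-score plate-corrected fluorescence ratio at least 3 library SD, with starting fluorescence B-score inside 5 SD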
#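 Material: MrgX1-expressing HEK293 cells; input: 15,000 cells per well; doses: test compound given as first of three sequential additions; schedule: overnight plating before 1 h dye loading; technique: Fluo-4 NW calcium-flux fluorescence, kinetic read; evaluation: baseline-normalised fluorescence change ratio, B-scored; control set: plate-wise positive and negative controls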
# Platelet DG rel: modulates dense granule release in human platelets. human platelet-rich plasma, SFLLRN dense granule ATP release, luminescence. inhibition, %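 (compounds screened at 7.5 µM in platelet-rich plasma)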. 300,000 tested, 0.22% active. AID 1663;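 active = mean replicate score, as percent of positive control, at or above 50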
# TRPC6 act: mouse TRPC6 channel activation; Q61143; HEK293-TRPC6 membrane potential dye fluorescence; active compounds read high; B-score at 10 µM; 310,000 tested, 0.13% active;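 active = B-score of the integrated fluorescence ratio above library mean plus 3 SD, and starting fluorescence ratio within library mean plus 5 SD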;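 also: higher score means more depolarization so channel activation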
# * = called active by the depositor; i = inactive; . = not tested or not shown.
SMILES,SKKanGAS inh,RGS4 inh,TRPC4 inh,RGS4 act,TRPC6 inh,HIF act,MrgX1 PAM,MrgX1 antagonist,MrgX1 ag,Platelet DG rel,TRPC6 act
O=C(O)c1ccc(Nc2nc3ccccc3nc2NS(=O)(=O)c2ccc(F)cc2)cc1,11,i,i,i,i,0.2,i,i,i,7,i
CCn1c(CCc2nc3ccccc3[nH]2)n[nH]c1=S,-6,i,i,i,i,-0.5,i,i,i,0,i
COc1ccc(-n2nc3c(c2NC(=O)CCl)CSC3)cc1,0,i,i,i,i,0.0,i,i,i,17,i
O=C(/C(=C/c1ccc(Cl)cc1)c1nc2ccccc2[nH]1)c1cccs1,0,i,i,i,-6.8*,-4.1,i,i,i,2,i
O=C(CCc1ccccc1)N1N=C(c2ccncc2)CC1(O)C(F)(F)F (stereo not drawn),9,i,i,i,i,-0.2,i,i,i,-2,i
COc1ccc(Cn2nnnc2CN(CCCN2CCOCC2)Cc2cc3cc(OC)ccc3[nH]c2=O)cc1,0,i,i,i,i,-0.3,i,i,i,7,i
CCOC(=O)C(NC(=O)c1ccccc1)(OCc1ccc(F)cc1)C(F)(F)F (stereo not drawn),27,i,i,i,i,-0.3,i,i,i,-1,i
CCC1Oc2ccc(C)cc2N(CC(=O)NCCN2CCCCCC2)C1=O (stereo not drawn),-3,i,i,i,i,-0.3,i,i,i,13,i
CCOC(=O)c1[nH]c(C)c(C(=O)N2CCN(c3ccc(OC)cc3)CC2)c1C,-5,i,i,i,i,-0.5,i,i,i,-3,i
O=C(CSc1ccc2nnc(-c3ccc(F)cc3)n2n1)NCc1ccco1,0,i,i,i,i,-0.3,i,i,i,0,i
CCCCNC(=S)NCc1ccc2[nH]c3c(c2c1)CCCC3,-1,i,i,i,i,0.4,i,i,i,-3,i
Cc1ccc(NC(=S)N2CCN(S(=O)(=O)c3ccc(F)cc3)CC2)cc1,-12,i,i,i,i,-1.0,i,i,i,-8,i
COc1ccc(C(=O)NCC(=O)N/N=C(\C)c2ccco2)cc1OC,3,i,i,i,i,-0.3,i,i,i,17,i
COc1ccc(C2CC(c3ccc(Cl)c(Cl)c3)Nc3nc(N)nn32)cc1 (stereo not drawn),16,i,i,i,i,-0.2,i,i,i,9,i
CC(C)(O)c1[nH]c2ccc(C(F)(F)F)cc2c1C(C)(C)O,8,i,i,i,i,0.7,i,i,i,1,i
CSC(=NC#N)N1CCN(c2ccc(Cl)cc2)CC1,1,i,i,i,i,0.6,i,i,i,-6,i
Oc1ccc(/C(Cc2ccccn2)=N\Nc2ccccc2)c(O)c1,3,i,i,i,i,0.6,i,i,i,-2,i
CSCCC(NC(=O)/C(=C/c1ccc(F)cc1)NC(C)=O)C(=O)O (stereo not drawn),-3,i,i,i,i,-0.1,i,i,i,14,i
O=C(COC(=O)c1nc(Cl)ccc1Cl)Nc1ccc2c(c1)OCO2,2,i,i,i,i,0.2,i,i,28*,-3,i
COc1ccc(NCc2nnc(SCC(=O)Nc3ccccc3)n2C)cc1,-7,i,i,i,i,0.0,i,i,i,-1,i
C=CCn1c(=O)c2ccc(C(=O)NCc3ccccc3)cc2n(Cc2cccc(Cl)c2)c1=O,0,i,i,i,i,-0.4,i,i,i,4,i
COCCCNc1nnc(Cc2ccc(Cl)cc2)c(=O)[nH]1,-5,i,i,i,i,-13,i,i,i,-12,i
O=C(Nc1nnc(C2CC2)s1)C1Cc2ccccc2CN1C(=O)c1ccco1 (stereo not drawn),-12,i,i,i,i,0.2,i,i,i,0,i
COC(=O)c1ccc(N2CCN(C)CC2)c(NC(=O)c2ccc(-c3ccc(Cl)cc3)o2)c1,1,i,i,i,i,0.4,i,i,i,-23,i
CCOc1ccc(NS(=O)(=O)c2ccc(NC(=O)C3CC3)cc2)cc1,11,i,i,i,i,0.2,i,i,i,-13,i
COc1cccc(CC2(CO)CCCN(S(=O)(=O)N(C)C)C2)c1 (stereo not drawn),-4,i,i,i,i,0.2,i,i,i,2,i
O=C(C1CCCN(S(=O)(=O)c2ccccc2)C1)N1CCN(c2ccccc2)CC1 (stereo not drawn),-12,i,i,i,i,-4.8,i,i,i,-13,i
CC1N(C(=O)N(C)C)CCN1S(=O)(=O)c1ccccc1 (stereo not drawn),-4,i,i,i,i,0.0,i,i,i,-1,i
COc1ccc(-c2cc(C(=O)N(C)Cc3ccccc3)c3ccccc3n2)cc1,20,i,i,-8.2*,i,-0.6,i,i,i,-4,i
COc1cc(/C=N/N=C(/C(=O)c2ccccc2)c2ccccc2)cc(OC)c1O,-12,i,i,i,i,-0.6,i,i,i,-22,i
O=C(Nc1ccc(N2CCN(Cc3ccccc3)CC2)cc1)c1ccccc1[N+](=O)[O-],8,i,i,i,i,-0.1,i,i,i,-2,i
CCC(CC)C(=O)c1c[nH]c(C(=O)NCc2cccnc2)c1,-13,i,i,i,i,0.0,i,i,i,0,i
COC(=O)c1[nH]c(C)c(/C(O)=C2\C(=O)C(=O)N(CCN3CCOCC3)C2c2cccs2)c1C (stereo not drawn),-2,i,i,i,i,0.5,i,i,i,8,i
O=C1c2ccccc2C(=O)N1CCCc1nc2ccccc2c(=O)n1-c1cccnc1,-3,i,i,i,i,0.2,i,i,i,9,i
COc1cc2c(cc1OC)CN(C(=O)COc1ccccc1C#N)CC2,-1,i,i,i,i,0.6,i,i,i,-3,i
Cc1cc(NC(=O)c2cc(-c3ccccn3)nc3ccc(Br)cc23)no1,1,i,i,i,i,0.5,i,i,i,2,i
COC(=O)c1ccccc1NC(=O)c1ccc(COc2cc(C)cc(C)c2)o1,14,i,i,-8.1*,i,-0.1,i,i,i,4,i
O=C(CN1CCN(CC(=O)Nc2ccccn2)CC1)Nc1ccccn1,-5,i,i,i,i,-0.6,i,i,i,1,i
Cc1ccc(OC(C)C(=O)Nc2ccc(S(=O)(=O)Nc3nccs3)cc2)cc1 (stereo not drawn),5,i,i,i,i,0.0,i,i,i,-3,i
CS(=O)(=O)N(CC(=O)NCc1ccncc1)C1CCCCC1,-4,i,i,i,i,-0.5,i,i,i,5,i
Cc1cnc(NC(=O)CCNC(=O)c2ccc([N+](=O)[O-])cc2)s1,-4,i,i,i,i,-0.1,i,i,i,8,i
CSc1nsc2nc(=O)c(/C=C3\C(C)=Nc4ccc(C)cc43)c(N)n12,42,i,i,i,i,0.3,i,i,i,1,i
CCO/C=C/C(O)(CNC(=O)c1ccc(C(C)(C)C)cc1)C(F)(F)F (stereo not drawn),-1,i,i,i,i,0.1,i,i,i,-1,i
COCc1ccc(C(=O)N2CCCC(N(C)Cc3ccccc3)C2)s1 (stereo not drawn),-2,i,i,i,i,-0.5,i,i,i,-6,i
CCCCN(C)C/C(O)=C(\C#N)c1nc(-c2ccccc2)cs1,9,i,i,i,i,0.7,i,i,i,-3,i
COc1ccccc1NS(=O)(=O)c1cccc(C(=O)N/N=C2\CC(=O)CC(C)(C)C2)c1,9,i,i,i,i,-0.2,i,i,i,-3,i
Cc1ccc(C(C)C)c(OCC(=O)NS(=O)(=O)c2ccc(Cl)cc2)c1,10,i,i,i,i,-0.5,i,i,i,-7,i
CCOc1ccc(CNC(=O)CCC(=O)N2CCSc3ccccc32)cc1,-1,i,i,i,i,-0.4,i,i,i,-1,i
CNc1ccc(Cl)cc1C(N)=O,1,i,i,i,i,-1.0,i,i,i,-8,i
Cc1cccc(NC(=O)CSc2nnc(NC(=O)CN3CCCCC3)s2)c1,3,i,i,i,i,0.2,i,i,i,-11,i
COc1ccc(C(=O)N/N=C\C(C)=C\c2ccccc2)cc1OC,16,i,i,i,i,0.4,i,i,i,2,i
Cc1c(Cl)cccc1NC(=O)CSc1nc2c(c(=O)[nH]1)CCCC2,10,i,i,i,i,0.3,i,i,i,0,i
COc1ccc(-n2nnc3c(=O)n(CC(=O)Nc4cc(C)on4)cnc32)cc1OC,-1,i,i,i,i,-1.0,i,i,i,6,i
Cc1ccc(-n2ncc3c2CC(C)(C)CC3NC(=O)CCc2cccnc2)cc1 (stereo not drawn),3,i,i,i,i,-0.2,i,i,i,6,i
Cc1ccc(S(=O)(=O)N2CCN(C(=O)NCc3ccc(F)cc3)CC2)c(C)c1,-2,i,i,i,i,-0.8,i,i,i,4,i
Cc1ccc(C2N(c3ccc(Cl)c(Cl)c3)C(=O)C3CCCN32)o1 (stereo not drawn),-1,i,i,i,i,0.0,i,i,i,-6,i
C/C(=N\NC(=O)c1ccc(O)cc1)c1ccc(NC(=O)Cc2ccccc2)cc1,.,i,i,i,i,.,i,i,i,.,i
Cc1nn(CCOc2ccccc2)c(=O)n1-c1ccc(Cl)cc1,4,i,i,i,i,1.9,11*,i,i,23,i
COc1ccccc1CCC(=O)OCC(=O)Nc1cccc(S(=O)(=O)N2CCCCC2)c1,-8,i,i,i,i,-0.4,i,-4.7*,i,-14,i
CCN(CC)c1ccc(C(=O)NNC(=O)CN2C(=O)NC3(CCCCC3)C2=O)cc1,-10,i,i,i,i,-0.2,i,i,i,-14,i

# (more compounds)
SMILES,SKKanGAS inh,RGS4 inh,TRPC4 inh,RGS4 act,TRPC6 inh,HIF act,MrgX1 PAM,MrgX1 antagonist,MrgX1 ag,Platelet DG rel,TRPC6 act
CCN(CC)CCn1c(NCc2nc3ccccc3n2Cc2ccccc2)nc2ccccc21,0,i,i,i,-7.1*,-0.6,i,i,i,0,i
O=C(CSc1ccc(Cl)cc1)NC1CCCC1,-1,i,i,i,i,1.6,i,i,i,-2,i
Cc1ccc(NC(=O)C(CC(C)C)NC(=O)C2CCC(C)CC2)nc1 (stereo not drawn),3,i,i,i,i,-0.5,i,i,i,-2,i
COc1ccc(NC(=O)NNC(=O)c2cc(C3CC3)nc3ccccc23)c(OC)c1,-4,i,i,i,i,-0.6,i,i,i,3,i
CN(C)S(=O)(=O)c1ccc(C(=O)NCCOc2ccccc2)cc1,2,i,i,i,i,2.1,i,i,i,-2,i
CC1Cc2nc(SCC(=O)NCC3CCCO3)n(Cc3ccccc3)c(=O)c2S1 (stereo not drawn),-1,i,i,i,i,1.5,i,i,i,-10,i

# Screening results: PubChem BioAssay, several laboratories

# Outcome played no part in choosing rows; any-hit rate near 6.1%.
